# Assay outcomes: PubChem, National Center for Advancing Translational Sciences (NCATS)
# Pol kappa inh = qHTS for Inhibitors of Polymerase Kappa; Potency, µM (doses to about 107 µM), inactives show top-dose activity, negative = inhibition, usual class: inhibitors; AID 588579, 2011; DNA polymerase kappa (Homo sapiens), Q9UBT6; hit rate 0.53% among 400,000; purified Pol kappa, fluorescent DNA synthesis assay, 10 min; also: % is scaled to controls: 0 for no effect and ±100 for the full control effect
#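 Inhibition of 10 nM Pol kappa is measured by a fluorescent read-out at 0 and 10 min following addition of 50 nM substrate (final), with a 15-min room-temperature compound preincubation.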
# APEX1 inh = qHTS Assay for Inhibitors of the Human Apurinic/apyrimidinic Endonuclease 1 (APE1). DNA repair nuclease/redox regulator APEX1 (Homo sapiens), P27695. recombinant APE1, TAMRA/BHQ-2 abasic DNA cleavage fluorescence. Potency, µM (series often up to 65.8 µM), without a hit: at the top dose activity change, negative = inhibition, hits mostly inhibitors. hit rate 0.35% among 350,000;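 also: plate controls were vehicle for no effect and reference inhibitor for full effect; nearly all actives have a fitted effect of over 55% in size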
#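 Measures dequenching upon AP-site incision of a 5'-TAMRA/3'-BHQ-2 THF-containing duplex, 50 nM; human APE1 0.75 nM after 15 min room-temperature exposure to compound; kinetic three-point read at one-minute spacing.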
# POLH inh = qHTS for Inhibitors of Polymerase Eta | DNA polymerase eta (Homo sapiens), Q9Y253 | Potency, µM (series often up to 114 µM), for the others: at the highest dose activity change, negative = inhibition, hits mostly inhibitors | recombinant Pol eta, fluorescent DNA replication assay | hit rate 1.2% among 390,000; also: % is scaled to controls: 0 for no effect and ±100 for the full control effect
#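 Pol eta (10 nM) was preincubated with compounds for 15 min at room temperature, after which fluorescent replication substrate (50 nM final) was added to start the reaction. Fluorescence was read kinetically at 0 and 10 min.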
# POLB inh = qHTS Assay for Inhibitors of DNA Polymerase Beta. Pol beta primer extension/strand displacement, fluorescence kinetic. Potency, µM (doses to about 114 µM), for inactives: at the top dose activity change, negative = inhibition, most hits filed as inhibitors. hit rate 1.3% among 340,000. AID 485314, 2010; also: % is scaled to controls: 0 for no effect and ±100 for the full control effect
#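 Values derive from four-parameter Hill fits of normalized kinetic data: reads at 0 and 10 min following addition of 50 nM substrate to 10 nM Pol beta preincubated 15 min with compound.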
# BAZ2B block = qHTS Assay for Inhibitors of BAZ2B. Bromodomain adjacent to zinc finger domain protein 2B (Homo sapiens), Q9UIF8. AlphaScreen BAZ2B-H3K14Ac peptide displacement. Potency, µM (series often up to 114 µM), for the others: at the top dose activity change, negative = inhibition, usual class: inhibitors. hit rate 4.4% among 360,000; also: % is scaled to controls: 0 for no effect and ±100 for the full control effect; nearly all actives have a fitted effect of over 60% in size
#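 AlphaScreen displacement: compounds (up to 110uM) incubated 30 min at room temperature with a preformed 50 nM BAZ2B/50 nM biotinylated H3K14Ac peptide complex in PBS pH 7.4 with Tween-20. Donor and acceptor beads at 10 ug/mL final added, 20 min light-protected before reading.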
# Pol iota inh = qHTS for Inhibitors of Polymerase Iota; DNA polymerase iota (Homo sapiens), Q9UNA4; Pol iota fluorescent replication assay, 10 min; Potency, µM (titrated, usually from 115 µM), without a hit: at the highest dose activity, negative = inhibition, hits mostly inhibitors; hit rate 1% among 390,000; AID 588590, 2011
# Target sequence (Q9UNA4 whole entry, looked up): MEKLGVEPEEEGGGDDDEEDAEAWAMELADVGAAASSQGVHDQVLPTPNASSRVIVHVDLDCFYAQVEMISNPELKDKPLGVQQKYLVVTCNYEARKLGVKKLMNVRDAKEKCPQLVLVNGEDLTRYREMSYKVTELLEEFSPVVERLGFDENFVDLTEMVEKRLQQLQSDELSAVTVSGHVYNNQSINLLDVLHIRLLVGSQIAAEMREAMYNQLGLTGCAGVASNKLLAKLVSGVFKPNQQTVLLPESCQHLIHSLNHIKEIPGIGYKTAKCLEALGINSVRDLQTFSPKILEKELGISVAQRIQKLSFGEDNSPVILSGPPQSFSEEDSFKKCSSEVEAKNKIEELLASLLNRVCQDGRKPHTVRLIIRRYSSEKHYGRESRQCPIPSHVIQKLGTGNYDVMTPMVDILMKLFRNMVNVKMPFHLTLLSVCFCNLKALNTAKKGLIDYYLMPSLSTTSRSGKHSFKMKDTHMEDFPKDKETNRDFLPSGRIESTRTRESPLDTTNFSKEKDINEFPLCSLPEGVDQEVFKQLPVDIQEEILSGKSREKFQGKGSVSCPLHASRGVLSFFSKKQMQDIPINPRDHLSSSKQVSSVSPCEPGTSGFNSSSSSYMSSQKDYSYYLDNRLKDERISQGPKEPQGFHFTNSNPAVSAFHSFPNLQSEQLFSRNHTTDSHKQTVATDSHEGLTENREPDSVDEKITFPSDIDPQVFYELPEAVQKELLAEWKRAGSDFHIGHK
#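 Fluorescent replication assay read twice, at 0 min and 10 min after adding 50 nM (final) substrate. Enzyme (10 nM) and compounds were first incubated 15 min at room temperature; enzyme-free buffer wells were negative controls.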
# G9a block = qHTS Assay for Inhibitors of Histone Lysine Methyltransferase G9a; G9a H3K9 monomethylation, AlphaScreen, 2 h; Potency, µM (highest dose often 102 µM), for the others: at the top dose activity, negative = inhibition, actives largely listed as inhibitors; hit rate 8.8% among 350,000; AID 504332, 2011; also: % is scaled to controls: 0 for no effect and ±100 for the full control effect; nearly all actives have a fitted effect of over 75% in size
# Target sequence (Q96KQ7 913-1193 limits assumed): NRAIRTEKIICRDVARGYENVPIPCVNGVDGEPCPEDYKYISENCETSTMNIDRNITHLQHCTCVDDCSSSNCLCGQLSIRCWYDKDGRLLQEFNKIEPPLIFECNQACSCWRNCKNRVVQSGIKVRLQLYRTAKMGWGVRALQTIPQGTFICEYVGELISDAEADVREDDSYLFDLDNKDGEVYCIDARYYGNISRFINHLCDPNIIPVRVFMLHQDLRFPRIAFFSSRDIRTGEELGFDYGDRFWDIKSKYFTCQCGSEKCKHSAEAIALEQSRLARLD
#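 Enzyme 20 nM + cpd, 15 min RT; add b-H3K9 pep 500 nM / SAM 20 uM; 2 h RT; anti-H3K9me1 Ab 0.5 ug/mL + SA donor / anti-rabbit acceptor beads 20 ug/mL each, 10 min; AlphaScreen read.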
# BLM helicase inh = qHTS Assay for Inhibitors of Bloom's syndrome helicase (BLM). Potency, µM (doses to about 56.1 µM), without a hit: at the top dose activity change, negative = inhibition, most hits filed as inhibitors. recombinant BLM DNA unwinding, fluorescence dequenching. AID 2528, 2010. hit rate 0.2% among 350,000;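 also: plate controls were vehicle for no effect and no enzyme for full effect; nearly all actives have a fitted effect of over 35% in size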
# JMJD2A Tudor inh = qHTS Assay for Inhibitors of JMJD2A-Tudor Domain. Lysine-specific demethylase 4A (Homo sapiens), O75164. AlphaScreen JMJD2A-Tudor / H3K4me3 peptide binding. Potency, µM (doses to about 114 µM), inactives show at the top dose activity change, negative = inhibition, hits mostly inhibitors. hit rate 4.4% among 390,000. AID 504339, 2011; also: % is scaled to controls: 0 for no effect and ±100 for the full control effect; nearly all actives have a fitted effect of over 50% in size
# * marks the source's active call; other numbers are inactive results; ? = inconclusive; · = not tested or not shown; & = joins results of further samples; [ ] = remark or other dose. Calls follow the shape of the dose curve; as a rule, active = well fitted curve in the direction sought with a large enough effect; inconclusive = small, poorly fitted or top-dose-only effect, or another doubt; inactive = no such curve, though single readings can be large; an effect the other way counts as inactive or inconclusive. Potency is read from the fitted curve at half-maximal effect. Some of the compounds tested (hit frequency here may not be typical).
# Results follow in this order: Pol kappa inh	APEX1 inh	POLH inh	POLB inh	BAZ2B block	Pol iota inh	G9a block	BLM helicase inh	JMJD2A Tudor inh
> COc1ccc2c(c1)C13CCCCC1C(C2)N(C)CC3 (stereo unspecified)
→ -10%[60.1 µM]	17%	-4%[57.1 µM]	16%[57.1 µM]	·	6%[58.9 µM]	20%[12.7 µM]	·	·
> O=c1c2ccccc2nc(-c2ccco2)n1-c1ccccn1
→ -4%	2%	3%	11%	11%	13%	-3%	0%	-26%
> O=C(NCc1ccc(Cl)cc1)C1CCCN(C(=O)c2cnn(-c3ccc(F)cc3)c2-n2cccc2)C1 (stereo unspecified)
→ -13%	·	-1%	45%[activator]	-26%	10%	?	-4%	-37%
> CC(C)(C)n1c(O)c(C=Nc2ccc3c(c2)CCC3)c(=O)[nH]c1=O
→ -17%	-5%	-5%	2%	5%	-1%	-24%	-5%	-17%[11.4 µM]
> NC(=O)OCCCc1ccccc1
→ 0%	·	-5%	·	·	?	11%[59 µM]	5%	-17%
> CCOC(=O)C1=C(C)N(C)C2(C)CC1c1ccccc1O2 (stereo unspecified)
→ -23%	2%	-16%	9%	3%	-3%	?	-4%	4%
> COc1ccc(C2SCC(=O)Nc3c2c(=O)[nH]n3C2CCCCCC2)cc1 (stereo unspecified)
→ 0%	0%	-7%	?	14%	?	71µM*	-5%	-15%
> COc1ccc(Cl)cc1C(=O)C1CCCN(Cc2cnc(C)s2)C1 (stereo unspecified)
→ 2%	2%	-16%	-9%	-18%	38%[activator]	8%	-15%	-24%
> CCCCCn1c(NC(=O)c2ccco2)c(C(=O)OCC)c2nc3ccccc3nc21
→ -18%	-1%	22µM*	-8%	7%	1.4µM*	50µM*	-16%	?
> C=CCOc1nc(-c2ccccc2Cl)nc2ccccc12
→ -12%	2%	-10%	2%	123%[activator]	143%[activator]	286%[activator]	-7%	91%[activator]
> C=CCc1cccc(C=Nc2c[nH]c(=O)[nH]c2=O)c1O
→ -10%	12%	-14%	35%	?	-2%	-10%	-13%	40µM*
> COC(=O)C1=C(c2ccccc2)C[C@@H]2CC[C@H]1N2C(=O)NC(C)C
→ -3%	·	2%	·	·	-3%	·	·	-13%
> Fc1ccc(NC(=S)NC2CC3CCC(C2)N3Cc2ccco2)cc1 (stereo unspecified)
→ -7%	9%	?	0%	-11%	157%[activator]	·	4%	-3%[57.1 µM]
> Cc1ccc(N2CCN(CCc3ccccc3)CC2)cc1
→ -8%	-2%	-23%	-1%	50µM*	15%	?	0%	?
> NCCc1ccc(OCc2ccccc2)c(OCc2ccccc2)c1
→ -13%	-9%	-22%	·	-3%	-20%	-6%[12.7 µM]	·	-22%
> N#CC(C#N)=NNc1ccc(OC(F)(F)F)cc1
→ ?	?	·	·	·	·	10µM*	?	·
> CC1([N+](=O)[O-])COP(=O)(Nc2cccc(F)c2)OC1 (stereo unspecified)
→ -11%	·	-13%	·	·	13%	·	·	-3%
> CCCCn1c(C)c(C(=O)OCC)c2c(CN3CCCC3)c(O)ccc21
→ -15%	44%[activator]	1%	1%	-35%	-10%	40µM*	-3%	-31%
> CC1(C)CN=C(Nc2ccc(F)c(Cl)c2)S1
→ -12%	1%	-2%	-1%	-13%	-6%	2%[59 µM]	-11%	-10%
> O=C(C1CCC(=O)N1C1CCCCC1)N1CCC2(CC1)OCCO2 (stereo unspecified)
→ -8%	0%	-11%	30%	2%	6%	-4%[2.33 µM]	-1%	6%
> Cc1c(C)c2ccc(OCC(=O)N3CCN(Cc4ccccc4)CC3)cc2oc1=O
→ -15%	-5%	-4%	·	·	?	·	·	-11%
> CCC1(CC(C)c2ccccc2)C(=O)NC(=O)NC1=O (stereo unspecified)
→ -16%	·	1%	·	·	16%	·	·	-6%
> CN1C(=O)/C(=C/c2ccc(Cl)s2)C(=O)NC1=S
→ -24%	-9%	?	4%	-38%	?	·	0%	25µM*
> CCOC(=O)[C@]1(C#N)[C@@H]2C=CC(C(C)=O)=CN2[C@@H](C(N)=O)[C@@H]1c1ccsc1
→ -6%	5%	-13%	1%	-31%	23%	-45%[59 µM]	-12%	-16%
> Cc1ccc2c(c1)CC1(CN2C)C(=O)NC(=O)N(C(C)C)C1=O (stereo unspecified)
→ -4%	-2%	-7%	18%	6%	-10%	32µM*	0%	6%[57.1 µM]
> CC(C)[C@@]1(NC(=O)[C@@H]2C[C@@H]3c4cccc5[nH]cc(c45)C[C@H]3N(C)C2)O[C@@]2(O)C3CCCN3C(=O)[C@H](Cc3ccccc3)N2C1=O (stereo partly specified)
→ ·	-10%	-8%[57.1 µM]	7%[57.1 µM]	·	0%[58.9 µM]	?	·	·
> CC1(C)C(C=C(Cl)Cl)C1C(=O)OC(C#N)c1cccc(Oc2ccccc2)c1 (stereo unspecified)
→ ?	6%&-1%	·	·	·	·	123%[activator][59 µM]	-8%	·
> COc1cc([N+](=O)[O-])c2nc(C)ccc2c1[N+](=O)[O-]
→ -3%	·	-20%	·	·	6%	·	·	-21%
> CC(=NCc1ccco1)c1c(O)n(C2CCCCC2)c(=O)[nH]c1=O
→ -13%	2%	1%	-16%	?	4%	-44%[12.7 µM]	-10%	-35%
> CCCC(=O)NC(Oc1ccc(C(C)=O)cc1)C(Cl)(Cl)Cl (stereo unspecified)
→ -11%	18%	-3%	3%	-1%	-22%	7%	-4%	-3%

# A few values from the entries so far.
# For Pol kappa inh, COc1ccc(Cl)cc1C(=O)C1CCCN(Cc2cnc(C)s2)C1 (stereo unspecified) has 2%
# For Pol kappa inh, Cc1ccc(N2CCN(CCc3ccccc3)CC2)cc1 has -8%
# For G9a block, C=CCOc1nc(-c2ccccc2Cl)nc2ccccc12 has 286%[activator]
# For POLH inh, O=c1c2ccccc2nc(-c2ccco2)n1-c1ccccn1 has 3%

# Molecules shown so far with a thiophene ring, fused or not, in the order listed:
# Results follow in this order: Pol kappa inh	APEX1 inh	POLH inh	POLB inh	BAZ2B block	Pol iota inh	G9a block	BLM helicase inh	JMJD2A Tudor inh
> CN1C(=O)/C(=C/c2ccc(Cl)s2)C(=O)NC1=S
→ -24%	-9%	?	4%	-38%	?	·	0%	25µM*
> CCOC(=O)[C@]1(C#N)[C@@H]2C=CC(C(C)=O)=CN2[C@@H](C(N)=O)[C@@H]1c1ccsc1
→ -6%	5%	-13%	1%	-31%	23%	-45%[59 µM]	-12%	-16%

# The results go on.
# Results follow in this order: Pol kappa inh	APEX1 inh	POLH inh	POLB inh	BAZ2B block	Pol iota inh	G9a block	BLM helicase inh	JMJD2A Tudor inh
> CC(=O)NC(Cc1ccc(N(CCCl)CCCl)cc1)C(=O)NCC(=O)NCC(=O)O (stereo unspecified)
→ -6%	16%	-19%	1%	?	109%[activator]	·	-1%	?
> O=C(CNC(=O)c1cccs1)NCC(=O)OCC(=O)c1ccc([N+](=O)[O-])cc1
→ 0%	-5%	-14%	32%	·	74%[activator]	45µM*	-1%	-4%
> Cc1ccc(-c2nc3ccccc3c(=O)n2-c2cccnc2)cc1
→ -12%	2%	-13%	21%	-1%	-14%	-11%	1%	-7%
> Cn1c(=O)n(CC(=O)N2CCC3(CC2)OCCO3)c(=O)c2ccccc21
→ -11%	9%	-7%	13%	-2%	7%	16%[59 µM]	-6%	-27%
> OC(CCCN1CCC(O)(c2ccc(Cl)cc2)CC1)c1ccc(F)cc1 (stereo unspecified)
→ 7%	19%	-7%	16%	-16%	5%	?	0%	-6%
> COc1ccc(S(=O)(=O)N2c3ccc(F)cc3CCC2C)cc1 (stereo unspecified)
→ 0%	·	-24%	·	·	16%	·	·	45%[activator]
> O=C1NC(=O)N(Cc2ccccc2)C(=O)/C1=C/C=C/c1ccco1
→ -97%	?	35µM*	?	35µM*	14µM*	·	-30%	-30%
> CC(Cc1ccccc1Sc1ccccc1)N(C)C (stereo unspecified)
→ -9%	-2%	-15%	-8%	-7%	14%	?	4%	-13%
> Oc1cc2c(cc1CN1CCN(c3ccccc3)CC1)OCO2
→ -5%	15%	-2%	-25%	?	45%[activator]	10µM*	-2%	?
> CC1CN(c2cc([N+](=O)[O-])ccc2Cl)CC(C)N1 (stereo unspecified)
→ -1%[60.1 µM]	1%	1%	3%	-3%	6%	-26%	15%	-3%
> COc1ccccc1N1CCN(Cc2cc(C)c(C)cc2O)CC1
→ -6%	-5%	-18%	-3%	-8%	14%	10%[59 µM]	-4%	-21%
> Cc1c(C)c2ccc(OCC(=O)N3CCC(C(=O)O)(c4ccccc4)CC3)cc2oc1=O
→ 6%	22%	-11%	46%	8%	20%	4%[12.7 µM]	1%	-7%
> CC(C)OC(=O)Cc1ccccc1
→ ?	-5%&-8%	-6%	·	13%	?	3%[0.501 µM]	·	-6%

# 2 entries from above, set out differently.
O=C(CNC(=O)c1cccs1)NCC(=O)OCC(=O)c1ccc([N+](=O)[O-])cc1
  Pol kappa inh = 0%; APEX1 inh = -5%; POLH inh = -14%; POLB inh = 32%; BAZ2B block = ·; Pol iota inh = 74%[activator]; G9a block = 45µM*; BLM helicase inh = -1%; JMJD2A Tudor inh = -4%
Cc1ccc(-c2nc3ccccc3c(=O)n2-c2cccnc2)cc1
  Pol kappa inh = -12%; APEX1 inh = 2%; POLH inh = -13%; POLB inh = 21%; BAZ2B block = -1%; Pol iota inh = -14%; G9a block = -11%; BLM helicase inh = 1%; JMJD2A Tudor inh = -7%
